H9c2 protect – modulators protecting cardiomyocytes from myocardial damage; H9c2 cardiomyocytes, H2O2 injury protection, ATPLite, 2 h; protection from H2O2 cell death, % at 20 µM; AID 588492; hit rate 0.63% among 360,000;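 active = compounds giving at least 50% protection of heart cells from peroxide-induced death in the single-dose screen, raw or plate-pattern-corrected value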;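 also: 0% = DMSO wells with peroxide and 100% = DMSO wells without peroxide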
Glyco luc inh – N-linked glycosylation inhibition | D54 ERlucT glycosylation luciferase reporter, 24 h; percent of 100 nM tunicamycin response | reporter increase, % at 12.5 µM | hit rate 0.23% among 360,000 | AID 588692;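 active = mean luciferase reporter signal, scaled so untreated is 0 and the glycosylation-blocking control 100, at or above a set limit in every replicate; inconclusive = mean reaches the limit but not every replicate does; inactive = mean below the limit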;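 also: luciferase carries N-glycosylation sites so blocking glycosylation raises the light; 0% = median of neutral control wells and 100% = median of 100 nM tunicamycin wells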
PDI turbidity – blocks human protein disulfide isomerase activity. P07237. PDI insulin aggregation turbidity, A650, 90 min. inhibition, % at 10 µM. hit rate 0.052% among 350,000. AID 588391;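 active = mean inhibition across replicates of 30% or more, whatever share of single replicates reach that level; inconclusive = mean inhibition below 30% while every single replicate reaches 30%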;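 also: absorbance from insulin aggregation driven by PDI reduction with DTT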
Target sequence (P07237 whole entry, looked up): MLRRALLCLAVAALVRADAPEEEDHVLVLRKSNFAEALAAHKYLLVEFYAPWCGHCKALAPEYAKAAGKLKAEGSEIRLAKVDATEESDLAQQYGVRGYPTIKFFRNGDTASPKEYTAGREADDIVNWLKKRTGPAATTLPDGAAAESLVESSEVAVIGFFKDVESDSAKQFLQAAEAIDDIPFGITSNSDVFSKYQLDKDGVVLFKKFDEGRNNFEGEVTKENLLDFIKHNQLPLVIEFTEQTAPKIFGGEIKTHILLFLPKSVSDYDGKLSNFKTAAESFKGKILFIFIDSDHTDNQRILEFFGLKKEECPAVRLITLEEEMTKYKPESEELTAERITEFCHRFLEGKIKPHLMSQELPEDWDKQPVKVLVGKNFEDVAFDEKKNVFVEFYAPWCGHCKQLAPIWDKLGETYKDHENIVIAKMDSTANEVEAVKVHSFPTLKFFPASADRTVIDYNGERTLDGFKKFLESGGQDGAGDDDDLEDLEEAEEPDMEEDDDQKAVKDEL
Vif imaging – inhibitors of HIV Vif; HEK293T cells, Vif self-association by quenched fluorescence, imaging, 24 h; inhibition, % at 7.49 µM; hit rate 0.35% among 340,000; AID 602346; in the data active = inhibition above about 50%, passing the limit was not always enough; inconclusive = no clear call, values can overlap the other calls; inactive = below about 31%; also: some results filed as inactive read as strong as hits
Exocytosis inh – lytic granule exocytosis inhibition; TALL-104 LAMP-1 surface exposure, flow cytometry; cells stimulated with thapsigargin and PMA; inhibition, % at 10 µM; hit rate 0.66% among 360,000;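 active = inhibition above about 55%, limit read from the data; inconclusive = no clear call, values can overlap the other calls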
CaV13 FRET inh – Disruptors of the CACNA1D IQ motif to Ca2+-dependent inactivation inhibitor domain association, primary screening, Förster resonance energy transfer in intact living …; AID 743397; inhibition, % at 12.3 µM; hit rate 0.098% among 340,000; HEK cells, CFP/YFP FRET ICDI-IQ, plate reader, 10 min; percent FRET-ratio fall versus neutral wells;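 active = mean replicate inhibition of at least 30% and at least 1% of replicates passing that level; inconclusive = only one of the two criteria is met; inactive = neither criterion is met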;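 also: 0% = median of the neutral control wells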
ABCB6 inh 2 – inhibitors of human ABC transporter ABCB6; K562-ABCB6 porphyrin accumulation, flow cytometry, 1 h; hits give low values; fluorescence ratio to DMSO, % at 10 µM; hit rate 0.19% among 360,000;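 active = fluorescence ratio to DMSO below 75%, the collection mean minus 3 SD; inconclusive = too few cells collected in the well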;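 also: signal is porphyrin accumulated inside mitochondria; 100% equals median channel fluorescence of DMSO control wells; lower ratio means ABCB6 inhibition with less porphyrin fluorescence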
aDG glyco act – increases alpha dystroglycan glycosylation; Pro5-aDG cells, alpha-DG glycosylation AlphaScreen (IIH6); 0% Pro5, 100% B10-LARGE cell signal; activation, % at 10 µM; hit rate 0.22% among 360,000;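 active = activation of at least 8% versus controls, or a plate z-score of at least 8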;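 also: Pro5 are CHO cells carrying HIG-tagged alpha-DG that lacks glycosylation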
m5-HT2A agonist – activates the mouse 5-HT2A serotonin receptor | CHO-K1 mHTR2A beta-arrestin complementation, luminescence; percent of 30 µM serotonin response | activation, % at 7.6 µM | hit rate 0.66% among 360,000;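 active = activation above a run cutoff, the mean activation of all tested compounds plus 3 SD, cut at about 14% in these data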;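 also: 0% = plate median of compound wells and 100% = 30 µM serotonin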
Target sequence (P35363 whole entry, looked up): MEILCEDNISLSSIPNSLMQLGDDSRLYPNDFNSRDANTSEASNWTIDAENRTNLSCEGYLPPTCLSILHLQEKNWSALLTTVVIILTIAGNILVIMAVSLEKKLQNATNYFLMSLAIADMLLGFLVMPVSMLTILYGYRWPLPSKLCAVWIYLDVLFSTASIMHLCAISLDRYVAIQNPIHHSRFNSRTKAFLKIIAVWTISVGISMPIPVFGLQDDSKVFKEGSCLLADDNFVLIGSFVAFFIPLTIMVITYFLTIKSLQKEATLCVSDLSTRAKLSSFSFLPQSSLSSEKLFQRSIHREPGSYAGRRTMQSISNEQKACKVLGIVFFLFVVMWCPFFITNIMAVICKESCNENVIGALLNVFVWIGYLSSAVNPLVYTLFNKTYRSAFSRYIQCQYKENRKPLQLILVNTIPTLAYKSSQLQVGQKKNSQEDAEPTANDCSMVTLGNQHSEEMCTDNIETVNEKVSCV
hiPSC survival – increases survival of single human iPS cells; hiPSC single-cell survival, ATPlite luminescence; 100% = ROCK inhibitor wells, 0% = DMSO; survival enhancement, % at 20 µM; hit rate 0.044% among 360,000; in the data active = survival enhancement above about 18%;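 also: cells exposed to compounds for 16 hours before the ATP read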
* marks the source's active call; other numbers are inactive results; ? = inconclusive; . = not tested or not shown.

Values run as follows: H9c2 protect, Glyco luc inh, PDI turbidity, Vif imaging, Exocytosis inh, CaV13 FRET inh, ABCB6 inh 2, aDG glyco act, m5-HT2A agonist, hiPSC survival
> Cc1cc(-c2nnc(SCC(=O)Nc3nc(-c4ccc(Cl)cc4)cs3)o2)no1
→ -1, 5, -7, 0, 0, -5, 97, -0.1, 0, -0.5
> COc1ccc(F)cc1-c1cc(NC(C)=O)c2ncc(-c3cccc(C(F)(F)F)c3)n2c1
→ -2, -1, 0, 3, 58*, -10, 94, 0.1, 1, -1.1
> COc1cccc(N2CCN(C(=O)c3cc(-c4ccc(F)cc4)[nH]c3C)CC2)c1
→ -2, 2, -4, -11, 6, -20, 96, 0.1, -10, -0.5
> Cc1ccc2c(c1)N(CCC(=O)NCCCN1CCCC1)C(=O)CO2
→ 1, -1, -5, -8, 3, -4, 173, 0.0, 0, -0.3
> O=C(NNc1nc2ccc(F)cc2s1)c1cccc(F)c1
→ 4, -4, -1, 0, -1, -3, 98, -0.7, 0, 3.4
> C=CCN1CCN(c2ccncc2S(=O)(=O)N2CCCCC2)CC1
→ 8, -1, 3, -5, 8, -6, 102, -0.1, -3, -0.4
> CCOC(=O)c1ccc(N/C=C2/CCCC(C)C2=O)cc1 (stereo unspecified)
→ 3, -2, 10, 0, -4, -4, 95, -0.2, 4, -3.0
> COc1ccc(CCNC(=O)COC(=O)Cn2cnc3c2c(=O)n(C)c(=O)n3C)cc1
→ 6, 4, 6, 1, 0, -3, 99, -0.1, -6, -0.3
> Cn1c2ccccc2c(=O)c2c(O)cccc21
→ 5, 2, 4, -2, 0, -2, 97, 0.1, 3, -1.4
> O=[N+]([O-])c1ccc(Sc2cccc3cccnc23)c2cccnc12
→ -1, -6, -2, 12, 11, -10, 97, 3.5, 0, 0.6
> COC(=O)C1=CN(Cc2ccc(OC)cc2)C=C(C(=O)OC)C1c1ccc(O)c(OC)c1
→ -2, 1, -2, -6, 2, -1, 98, 0.1, 2, 1.5
> CCS(=O)(=O)Nc1cccc(C2=NN(S(C)(=O)=O)C(c3cccs3)C2)c1 (stereo unspecified)
→ 1, -3, -3, -5, -1, -3, 106, -0.2, 4, 1.0
> Cc1[nH]c(=O)[nH]c(=O)c1CSc1nnc([C@@H](NC(=O)OC(C)(C)C)C(C)C)o1
→ 2, 1, -2, -26, 0, -7, 106, -0.1, 0, -1.5
> CCn1cc(CN2CCC(C(=O)Nc3ccc(Oc4ccccc4)nc3)CC2)cn1
→ 5, -3, 8, -15, 6, -6, 103, -0.2, -7, 3.2
> Cc1c(Cl)cccc1NC(=O)NCc1ccc(C)n1C
→ -1, 0, -3, -6, -6, -18, 101, 0.0, 0, 0.0

(listing goes on)
Values run as follows: H9c2 protect, Glyco luc inh, PDI turbidity, Vif imaging, Exocytosis inh, CaV13 FRET inh, ABCB6 inh 2, aDG glyco act, m5-HT2A agonist, hiPSC survival
> CO[C@H]1[C@@H]2C=CO[C@@H](O[C@H]3O[C@@H](CO)[C@H](O)[C@@H](O)[C@@H]3O)[C@@H]2[C@@]2(CO)O[C@@H]12
→ 1, 2, -2, 0, 2, -10, 97, 0.2, 3, 0.1
> O=C(Cc1ccc(Cl)c(Cl)c1)NC1CCCCCC1
→ 4, -5, 13, ?, 39, -4, 88, 0.1, -1, -0.5
> COC(=O)CCCCC1=CCC2C(=O)C=C(O)C2C1 (stereo unspecified)
→ 2, 1, ., 3, -1, -5, 86, -0.2, 1, -0.9
> CCn1c(-c2nn(-c3ccc(C)cc3)ccc2=O)n[nH]c1=S
→ 1, 0, -2, 3, 0, -5, 90, -0.5, 1, 0.1
> O=C(Nc1ccc2c(c1)CN(Cc1ccccc1O)CC2)C1CCCO1 (stereo unspecified)
→ -2, -3, -1, -2, -2, -17, 97, -0.1, 2, 0.7
> CC(C)C[C@@H](CNCC(=O)[C@H](C)NC(=O)c1[nH]cnc1C(=O)N[C@@H](C)CN)NC(=O)c1nc[nH]c1C(=O)N[C@@H](C)C(=O)O
→ -5, 0, 3, -1, -1, -7, 102, 0.0, 1, 1.1
> COc1cc(S(=O)(=O)Nc2cccc3cn[nH]c23)c(OC)cc1Cl
→ 0, -2, 2, 0, -5, -2, 97, -0.1, 1, -0.5
> CC(=O)c1ccc(NC(=O)Nc2ccc(S(=O)(=O)N3CCCC3)cc2)cc1
→ -12, 0, -6, 1, -2, -5, 99, 0.4, -2, -0.4
> CCOc1ccc(NC(=O)CSc2nnc(-c3ccoc3C)n2CC2CCCO2)cc1 (stereo unspecified)
→ 1, 2, -4, ., -1, -5, 96, 0.2, -4, -1.0
> COc1ccc(S(=O)(=O)NCc2ccco2)cc1-c1nnc2c3ccccc3c(C)nn12
→ 1, -2, 1, -1, -3, -6, 109, 0.3, 3, 5.1
> CCOc1ccc2[nH]cc(S(=O)(=O)c3ccc(F)cc3)c(=O)c2c1
→ -16, -1, -9, ., 4, -7, 99, 0.1, -6, 0.2
> O=[N+]([O-])c1ccc(N2CCOCC2)cc1NCc1ccccc1
→ -5, 3, -3, 35, -10, ., 94, -0.3, -1, -0.7
> C(=N\Nc1ncnc2ccccc12)/c1ccccc1
→ -12, -5, 7, 1, -2, -6, 101, -0.3, -1, -0.9
> O=C1[C@@H]2CSCN2C(=O)CN1Cc1c(F)cccc1Cl
→ -2, 0, -1, -12, -3, -4, 90, -0.2, -2, 0.6
> Cc1cc(C)cc(NC(=O)CN2CCN(c3ccccn3)CC2)c1
→ -2, 1, -5, -2, 16, -1, 102, 0.1, 0, -0.7

(cont.)
Values run as follows: H9c2 protect, Glyco luc inh, PDI turbidity, Vif imaging, Exocytosis inh, CaV13 FRET inh, ABCB6 inh 2, aDG glyco act, m5-HT2A agonist, hiPSC survival
> CC(=O)Nc1ccc(C2=NN(CC#N)C(=O)SC2)cc1
→ 2, 2, -4, 0, -1, -3, 99, -0.3, 0, 3.4
> Cc1ccc(N=C/C(C(=O)C(F)(F)F)=C(\O)c2cccs2)cc1
→ -10, -17, 2, 13, -11, -5, 96, -0.1, 3, -3.5
> O=C(c1ccccc1)N1CCC(CC2CC(c3ccc(Cl)cc3)=NO2)(C(=O)NCC2CCCCC2)CC1 (stereo unspecified)
→ -8, -1, 1, -2, 0, -4, 82, 0.3, -2, 4.7
> O=C(NC1CCCC1)C(c1ccccn1)N(C(=O)c1csnn1)c1ccccc1Cl (stereo unspecified)
→ -2, 1, 17, 18, 7, -4, 92, 0.2, -5, 1.4
> CC1=C(C(=O)OCC(C)C)C(c2ccsc2)C2=C(CCCC2=O)N1 (stereo unspecified)
→ -1, 0, 6, 0, 15, -5, 95, -0.3, -3, 2.6
> O=S(=O)(NCc1ccc(Cl)cc1Cl)c1ccc(N2CCOCC2)nc1
→ -4, -2, 8, 6, -5, -1, 97, 0.0, -3, -0.4
> CC(=O)c1cccc(-n2nnnc2SCC(=O)NNC(=O)C2CCCCC2)c1
→ -10, -1, -8, -3, -3, -4, 100, 0.4, -1, 0.3
> CC(C)(C)N(Cc1ccccc1)C(=O)c1ccc2c(c1)OCCO2
→ 19, -4, -3, -5, 3, -7, 104, 0.0, -8, -1.5
> COc1ccccc1NC1=C(NC(C)=O)C(=O)c2ccccc2C1=O
→ -36, 4, -1, -3, 90*, -17, 102, 5.1, -2, -3.1
> COc1ccc(N2CCN(C(C)C(=O)N3CCc4ccccc43)CC2)cc1 (stereo unspecified)
→ 5, -1, 17, -5, -8, -3, 99, -0.1, -8, 0.8
> CC(=O)Nc1cc(C(=O)OCC(=O)c2ccc(C)cc2)ccc1C
→ -6, -2, -4, -16, -5, -3, 93, 0.7, 1, -2.7
> CCCC/C(C)=N/NC(=O)CN(c1ccc(Br)cc1)S(=O)(=O)c1ccccc1
→ 2, 0, 4, -5, 1, -7, 92, -0.2, 5, 3.0
> CSc1nc(-c2ccccc2)nc(N2CCCC2)c1C(C)=O
→ -4, -1, 5, 0, 6, -6, 97, 0.3, -3, 0.6
> CCN1CCCC(OC(=O)Nc2ccccc2)C1 (stereo unspecified)
→ 6, -1, 4, 9, -1, -5, 86, -0.1, -2, 3.1
> O=C(NCCCN1CCOCC1)c1cc(-c2ccccc2)on1
→ -1, 30*, 12, 18, -2, -7, 93, -0.4, 2, -0.8

Continued.
Values run as follows: H9c2 protect, Glyco luc inh, PDI turbidity, Vif imaging, Exocytosis inh, CaV13 FRET inh, ABCB6 inh 2, aDG glyco act, m5-HT2A agonist, hiPSC survival
> O=C(NCc1ccc2c(c1)OCO2)C1CCCN1C(=O)Nc1cccc(F)c1 (stereo unspecified)
→ 0, 1, -3, -6, -3, -6, 86, -0.4, 0, 3.5
> O=C(NCC1CC1)c1ccc(Oc2cc(Cl)cc(Cl)c2)o1
→ -5, -2, 12, 7, -1, -4, 98, 0.1, 1, -0.4
> CCC(C)n1cnc2c(c1=O)c1nc3ccccc3nc1n2Cc1ccc(OC)cc1 (stereo unspecified)
→ 12, 4, -2, -11, 0, -5, 101, -0.4, -1, -2.0
> C=CCN1C(=O)C(CC(=O)NCC)SC1=Nc1ccc(S(N)(=O)=O)cc1 (stereo unspecified)
→ 4, 4, 2, 3, 3, -8, 101, 0.0, 6, 4.5
> COc1cc2cc(C(N)=O)c(N)nc2cc1OC
→ 36, 3, 9, 23, 1, ., 106, -0.1, -4, 1.2
> CCOC(=O)N1CCN(S(=O)(=O)c2ccc(C(=O)N(CCN(C)C)c3nc4ccc(CC)cc4s3)cc2)CC1
→ 20, -2, -11, -8, 1, -3, 100, 0.1, -8, -0.6
> O=C(Nc1ccccc1)C1CCN(C(=O)c2ccc([N+](=O)[O-])cc2)CC1
→ -3, 1, 12, ., 1, 10, 105, -0.2, -3, 2.6
> CN(C)c1ccc(CNC(=O)CCS(=O)(=O)c2ccc3c(c2)oc(=O)n3C)cc1
→ 3, 0, 5, -2, -10, -2, 109, -0.1, -1, 0.3
> CC(=O)Oc1ccc(OC(C)=O)c2c1C1C=CC2CC1
→ -7, -2, -6, 5, -6, -6, 92, 0.5, 10, 1.4
> COCc1cc(Sc2c(Cl)cccc2Cl)nc(-c2ccccc2)n1
→ -19, -2, -2, -5, 0, -7, 88, 0.1, -2, -0.1
> Cc1[nH]c(=O)cc2ccccc12
→ 26, 0, 4, -2, -1, ., 102, 0.4, 0, -0.9
> COc1ccc(C(=O)Nc2ccc(C(=O)NCC3CCCO3)cc2)c(OC)c1OC (stereo unspecified)
→ 10, -3, -16, 0, 5, -21, 94, 0.0, 2, 0.0
